aDG glyco act – increases alpha dystroglycan glycosylation | actives 0.22% (n = 360,000) | AID 624168 | activation, % at 10 µM | Pro5-aDG cells, alpha-DG glycosylation AlphaScreen (IIH6); 0% Pro5, 100% B10-LARGE cell signal;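 active = activation of at least 8% versus controls, or a plate z-score of at least 8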;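 note: Pro5 are CHO cells carrying HIG-tagged alpha-DG that lacks glycosylation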
NR2E3 ag-1 – activates human NR2E3 receptor | Q9Y5X4 | CHO-S Gal4-NCOR/VP16-NR2E3 two-hybrid, luciferase | inhibition of corepressor binding, % at 3.98 µM | actives 0.35% (n = 360,000) | AID 602229;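 active = inhibition above the mean of all tested compounds plus 3 SD, cut at about 70% in these data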;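 note: 0% = DMSO with NR2E3 transfected cells and 100% = cells lacking NR2E3 construct; higher means lower luciferase signal from less NR2E3 corepressor binding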
Target sequence (Q9Y5X4 whole entry, looked up, the tested form may be a part): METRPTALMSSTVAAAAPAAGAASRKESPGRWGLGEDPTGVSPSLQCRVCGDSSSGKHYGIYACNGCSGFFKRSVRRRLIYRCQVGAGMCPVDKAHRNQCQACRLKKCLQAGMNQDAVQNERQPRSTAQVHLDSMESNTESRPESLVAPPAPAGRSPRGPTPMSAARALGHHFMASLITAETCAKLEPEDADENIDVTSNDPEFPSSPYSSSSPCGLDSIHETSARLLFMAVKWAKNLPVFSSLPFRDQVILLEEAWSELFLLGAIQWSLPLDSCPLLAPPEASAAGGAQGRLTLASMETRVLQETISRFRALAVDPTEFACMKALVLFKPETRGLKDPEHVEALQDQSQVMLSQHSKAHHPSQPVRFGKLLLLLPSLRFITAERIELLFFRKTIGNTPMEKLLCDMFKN
CF NFkB block – blocks PAF-induced NF-kB reporter in cystic fibrosis cells | KKLEB NF-kB-GFP reporter, GFP fluorescence overnight | inhibition, % at 5 µM | actives 0.86% (n = 360,000) | AID 588850;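 active = at least 50% inhibition at 5 µM, scaled per plate between neutral and stimulator controls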;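 note: PAF is a Pseudomonas aeruginosa culture filtrate used as stimulus; plate controls were PAF-stimulated DMSO wells for no effect and unstimulated DMSO wells for full effect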
hiPSC survival – increases survival of single human iPS cells; hiPSC single-cell survival, ATPlite luminescence; 100% = ROCK inhibitor wells, 0% = DMSO; survival enhancement, % at 20 µM; actives 0.044% (n = 360,000); AID 602274; in the data active = survival enhancement above about 18%;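 note: cells exposed to compounds for 16 hours before the ATP read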
NR2E3 ag-2 – activates human photoreceptor nuclear receptor NR2E3 | GST-NR2E3/biotin-RetCOR TR-FRET, 1536-well | inhibition of corepressor binding, % at 4.78 µM | actives 0.12% (n = 320,000) | AID 2300;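 active = percent inhibition above the cutoff of mean plus 3 SD of all tested compounds, set per screening campaign, cut at about 20% in these data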;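 note: 0% = DMSO wells and 100% = biotin wells as full block of FRET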
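Assay system: NR2E3–RetCOR corepressor complex. Quantity: 1.35 nM GST-NR2E3. Buffer or medium: pH 7.5 Tris-based buffer. Reagent: biotinylated RetCOR corepressor at 7 nM final. Schedule: 5 h at 4 °C. Detection: TR-FRET, emission read at 617 and 671 nm. Replicates: one well per compound, singlicate testing.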
KKLEB cytotox – CF airway cell cytotoxicity counter-screen | activity change (cytotoxicity), % at 5 µM | AID 602141 | KKLEB CF airway cells viability, ATPlite luminescence, overnight; hits give low values; cells stimulated with P. aeruginosa culture filtrate | actives 0.36% (n = 360,000);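 active = corrected activity change at or below -50% at 5 µM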
HIF-2a inh – inhibitors of HIF-2a. 786-0 RCC cells HIF-2a reporter, luciferase luminescence, overnight. inhibition, % at 18.8 µM. actives 0.72% (n = 360,000). AID 624352;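 active = inhibition of the luminescence signal of 40% or more relative to plate controls, in a single-dose primary screen at 18.75 µM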
Peg3 prom inh – reduces Peg3 promoter-driven luciferase expression in HeLa; actives 1.7% (n = 360,000); HeLa PEG-Prom luciferase reporter, luminescence, overnight; AID 588405; inhibition, % at 20 µM;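 active = inhibition of at least 50% at 20 µM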
TWEAK-Fn14 inh – blocks TWEAK-Fn14 interaction in a reporter cell assay | TWEAK-stimulated Fn14 reporter cells, luciferase luminescence, 8 h | inhibition, % at 10 µM | actives 2% (n = 360,000); in the data active = inhibition above about 50%
Shn3 3UTR inh – inhibitors of Schnurri-3 3'UTR reporter in osteoblasts; Clone20 osteoblast Shn3 3'UTR firefly luciferase, 24 h; inhibition, % at 12.5 µM; actives 0.52% (n = 360,000); AID 588674;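 active = mean inhibition of at least 75% with every replicate also reaching 75%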;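 note: 0% = median of neutral control wells and 100% = pilot-screen positive control compound; some compounds past the cut are filed as inactive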
MITF TRPM1 inh – MITF TRPM1 promoter inhibition in SK-MEL-5 cells; SK-MEL-5 TRPM1 promoter luciferase, 24 h; inhibition, % at 12.5 µM; actives 0.83% (n = 330,000); AID 488899;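 active = mean inhibition across replicates of 60% or more, whatever share of single replicates reaches that level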; note: values of inactives mirror those of a sister screen read the other way
* hit, by the source's call; . = no result given.

SMILES | aDG glyco act | NR2E3 ag-1 | CF NFkB block | hiPSC survival | NR2E3 ag-2 | KKLEB cytotox | HIF-2a inh | Peg3 prom inh | TWEAK-Fn14 inh | Shn3 3UTR inh | MITF TRPM1 inh
O=C(c1cc(-c2ccccn2)nc2c(Cl)cccc12)N1CCN(C(=O)C2CCCO2)CC1 (centres undefined) | 0.2 | 15 | 2 | 0.5 | 0 | -3 | 13 | 13 | -16 | -5 | 12
Cc1nc(SCC(N)=O)[nH]c(=O)c1CCC(C)C | -0.2 | -32 | 1 | -1.8 | -2 | -2 | 2 | 3 | 1 | 14 | -13
O=C(CCNc1ccc(F)cc1)c1ccco1 | 0.2 | -30 | -8 | -1.5 | 2 | 13 | -114 | -137 | -13 | -18 | -5
COc1ccc(-c2noc3c2-c2nc(-c4ccccc4Cl)sc2CC3)cc1 | 0.1 | -31 | 4 | 1.0 | 2 | 5 | -11 | -11 | -12 | -6 | -5
Cc1ccsc1C(=O)OCC(=O)NC1CCS(=O)(=O)C1 (centres undefined) | 0.4 | -6 | -6 | -2.3 | 3 | 7 | 9 | -1 | 4 | 1 | -2
CCCCn1nc(C(=O)N(C)CC(=O)Nc2ccc(F)c(F)c2F)ccc1=O | 0.0 | -8 | 9 | -0.4 | . | -1 | 13 | 27 | 15 | -8 | 3
COCOc1ccc(C2CC(=O)c3c(OCOC)cc(OCOC)cc3O2)cc1 (centres undefined) | 0.1 | 15 | -38 | -2.6 | 2 | -5 | -19 | -20 | 6 | -4 | -5
O=C(c1ccc(Cl)c(S(=O)(=O)N2CCCC2)c1)N1CCN(c2ccccc2F)CC1 | 0.9 | -32 | 25 | -1.4 | 3 | -2 | 15 | 17 | 31 | 24 | 11
O=c1cc(C=NNc2ccc([N+](=O)[O-])cc2)[nH]c(=O)[nH]1 | 0.1 | -30 | -13 | 1.2 | . | 0 | 2 | -8 | -26 | -14 | 2
CC(C)(C)OC(=O)N1CCC[C@H]1C(=O)N/N=C/c1ccc2ncccc2c1 | -0.2 | 15 | -3 | -0.6 | -1 | -9 | 4 | -9 | 12 | -2 | 2
COc1ccc(C2=CN(Cc3ccccc3)C(c3ccccc3)CC2=O)cc1 (centres undefined) | 0.6 | -37 | -17 | 3.8 | . | 5 | -131 | -93 | -8 | -18 | -101
O=C(CCNC(=O)c1ccc([N+](=O)[O-])cc1)NC1CCCCCC1 | 0.0 | 0 | 4 | 0.4 | -3 | 6 | -29 | -21 | 0 | -39 | 0
Cc1ccc2c(CC(=O)OC(C)C(=O)Nc3ncc(Cl)cc3Cl)coc2c1 (centres undefined) | 0.0 | 11 | -13 | -0.2 | -1 | 14 | 10 | -9 | -4 | -5 | 7
COC(=O)C1=C(C(=O)OC)[C@@H]2N(C)c3ccccc3[C@@]23C[C@@H](CO)N(C(=O)C2CCC2)C3=N1 | -0.1 | -34 | -18 | -0.6 | -1 | -12 | 8 | 8 | -22 | 1 | 3
CSc1sc(C(=O)NNC(C)=O)c2c1C=CCC2 | 0.1 | -5 | 0 | -0.3 | 0 | 5 | 11 | 2 | -6 | . | .
COc1ccc(-c2cc(N)n(S(=O)(=O)c3ccc(F)cc3)n2)cc1OC | 0.2 | 35 | 25 | 2.3 | 1 | -16 | 11 | 17 | 21 | 37 | .
COc1ccc(-n2ncc3c(N4CCCc5ccccc54)ncnc32)cc1 | 0.1 | -173 | 9 | 0.5 | . | -27 | -224 | -193 | 58* | -55 | -21
O=C(Nc1cccnc1)c1cc(-c2ccccc2)on1 | -0.2 | 1 | -9 | -3.1 | -1 | 6 | -132 | -10 | 19 | -3 | 1
CN(C)Cc1cc(C(C)(C)C)c(O)c(C(C)(C)C)c1 | -0.2 | -34 | 1 | 0.4 | 3 | 8 | 0 | 1 | 6 | 1 | -11
CCCn1nc(NC(C)=O)c2cc3cccc(C)c3nc21 | 0.1 | -2 | 18 | -0.2 | 1 | -11 | 13 | 16 | 16 | 3 | -3
Cc1ccc(C)c(S(=O)(=O)NCC(=O)OCC(=O)Nc2sccc2C(N)=O)c1 | 0.4 | -63 | -7 | 0.1 | . | 10 | 3 | -25 | -1 | 3 | 5
COc1ccc(Cn2c(=O)[nH]c3cc(C(=O)NCCCN4CCCC4)ccc3c2=O)cc1 | -0.1 | 12 | -20 | 3.9 | 2 | 4 | 22 | 8 | -23 | -5 | -9
CN(CCO)c1ccc2c(c1)OC[C@H](Cc1ccccc1)NS2(=O)=O | 0.2 | -6 | . | -0.8 | . | . | 5 | . | 20 | . | .
CC1CCCCN1C(=O)C1CCN(c2nc(-c3ccccc3)nc3c2CCC3)CC1 (centres undefined) | -0.1 | -1 | 29 | -0.4 | -2 | -13 | 18 | 29 | -24 | 34 | 0
COc1ccc(NC(=O)CN(C)C(=O)C2CCCO2)cc1 (centres undefined) | -0.1 | -4 | -4 | 0.1 | 1 | 20 | -16 | -10 | 1 | -26 | -4
O=c1cc(-c2nn[nH]n2)[nH]c(=O)[nH]1 | 0.7 | 6 | -13 | -1.2 | . | 10 | 1 | 5 | 4 | -2 | 0
COC(=O)C1=C(C(=O)OC)[C@]2([C@@H]3CCCCN[C@@H](Cc4ccccc4)C(=O)N3Cc3ccccc3)C=C[C@H]1O2 | 0.2 | 16 | 5 | 0.5 | . | -3 | 20 | 17 | 25 | 23 | 1
O=C(N1CCOCC1)C12CC3CC(C1)CC(C(=O)N1CCOCC1)(C3)C2 | -0.4 | -1 | 20 | -2.3 | 0 | -12 | 12 | 12 | -8 | 8 | -5
O=C(CNC(=O)c1ccccc1Cl)NC1CCN(Cc2ccccc2)CC1 | -0.1 | -4 | -17 | -0.6 | 3 | -20 | 10 | -2 | 6 | 3 | 2
CCOc1cccc2c1OC1(C)CC2NC(=O)N1c1cccc(Cl)c1 (centres undefined) | -0.2 | 8 | -2 | 0.5 | 3 | -14 | 21 | 5 | 2 | -2 | -2
C/C(=N\OC(=O)c1ccc(F)cc1)c1sc(-c2ccc(Cl)cc2)nc1C | -0.1 | -25 | -11 | -0.5 | 3 | 14 | -94 | -329 | -37 | -34 | -63
C[C@@H]1CN([C@H](C)CO)C(=O)c2cc(NC(=O)c3ccncc3)ccc2O[C@@H]1CN(C)C(=O)Nc1ccccc1 | -0.1 | -13 | 4 | -1.1 | . | -9 | 9 | 9 | -25 | -6 | -2
O=C(COc1ccc(Br)cc1Cl)c1ccc[nH]1 | 0.1 | -100 | -11 | -0.6 | -4 | -5 | -302 | -315 | 18 | -56 | -107
O=C(CCNS(=O)(=O)c1ccccc1)N1CCOCC1 | -0.2 | -19 | -13 | -0.3 | 1 | 15 | 7 | 3 | -5 | -38 | 2
C=CCOc1ccc(/C=C2\N=C(C)OC2=O)cc1OC | 0.0 | -12 | -3 | -0.1 | 1 | 6 | 21 | 4 | 10 | -26 | 6
CCOc1cc(/C=N/Nc2nc(=O)[nH]nc2C)ccc1O | 0.2 | -11 | -10 | -1.9 | 5 | 9 | 7 | 2 | 4 | -5 | -1

3 entries already listed, sorted by number of heavy atoms, descending.
SMILES | aDG glyco act | NR2E3 ag-1 | CF NFkB block | hiPSC survival | NR2E3 ag-2 | KKLEB cytotox | HIF-2a inh | Peg3 prom inh | TWEAK-Fn14 inh | Shn3 3UTR inh | MITF TRPM1 inh
C[C@@H]1CN([C@H](C)CO)C(=O)c2cc(NC(=O)c3ccncc3)ccc2O[C@@H]1CN(C)C(=O)Nc1ccccc1 | -0.1 | -13 | 4 | -1.1 | . | -9 | 9 | 9 | -25 | -6 | -2
COc1ccc(NC(=O)CN(C)C(=O)C2CCCO2)cc1 (centres undefined) | -0.1 | -4 | -4 | 0.1 | 1 | 20 | -16 | -10 | 1 | -26 | -4
O=C(CCNS(=O)(=O)c1ccccc1)N1CCOCC1 | -0.2 | -19 | -13 | -0.3 | 1 | 15 | 7 | 3 | -5 | -38 | 2

Six entries picked at random from the list so far, as already listed:
SMILES | aDG glyco act | NR2E3 ag-1 | CF NFkB block | hiPSC survival | NR2E3 ag-2 | KKLEB cytotox | HIF-2a inh | Peg3 prom inh | TWEAK-Fn14 inh | Shn3 3UTR inh | MITF TRPM1 inh
O=c1cc(-c2nn[nH]n2)[nH]c(=O)[nH]1 | 0.7 | 6 | -13 | -1.2 | . | 10 | 1 | 5 | 4 | -2 | 0
O=C(CCNS(=O)(=O)c1ccccc1)N1CCOCC1 | -0.2 | -19 | -13 | -0.3 | 1 | 15 | 7 | 3 | -5 | -38 | 2
O=C(N1CCOCC1)C12CC3CC(C1)CC(C(=O)N1CCOCC1)(C3)C2 | -0.4 | -1 | 20 | -2.3 | 0 | -12 | 12 | 12 | -8 | 8 | -5
CCOc1cccc2c1OC1(C)CC2NC(=O)N1c1cccc(Cl)c1 (centres undefined) | -0.2 | 8 | -2 | 0.5 | 3 | -14 | 21 | 5 | 2 | -2 | -2
CCOc1cc(/C=N/Nc2nc(=O)[nH]nc2C)ccc1O | 0.2 | -11 | -10 | -1.9 | 5 | 9 | 7 | 2 | 4 | -5 | -1
O=C(CNC(=O)c1ccccc1Cl)NC1CCN(Cc2ccccc2)CC1 | -0.1 | -4 | -17 | -0.6 | 3 | -20 | 10 | -2 | 6 | 3 | 2

Additional entries
SMILES | aDG glyco act | NR2E3 ag-1 | CF NFkB block | hiPSC survival | NR2E3 ag-2 | KKLEB cytotox | HIF-2a inh | Peg3 prom inh | TWEAK-Fn14 inh | Shn3 3UTR inh | MITF TRPM1 inh
CS(=O)(=O)Oc1ccc(Br)cc1/C=C1/N=C(c2ccco2)OC1=O | -0.1 | -23 | 3 | 0.3 | 0 | 10 | 23 | -8 | -12 | -5 | -7
Cn1c(=O)c2c(nc(SCC(=O)NCc3ccc4c(c3)OCO4)n2Cc2ccc(F)cc2)n(C)c1=O | 0.0 | -3 | 8 | 0.6 | 1 | -23 | 22 | 19 | 11 | 29 | 8
Cc1cc(=O)oc2c3c(cc(OCC(=O)NCc4ccncc4)c12)OC(C)(C)CC3 | -0.2 | -44 | -15 | -3.0 | 2 | 12 | -2 | 12 | -5 | 15 | -2
COc1ccccc1N(C(=O)Cn1nnc(-c2ccc(C)o2)n1)C(C(=O)NC1CCCC1)c1ccncc1 (centres undefined) | 0.0 | -28 | 0 | 0.9 | 4 | 7 | -3 | 13 | 11 | 1 | 0
Cc1ccc(S(=O)(=O)Nc2cc(-c3ccccc3)nn2C)cc1 | 0.1 | -19 | 8 | 1.4 | -1 | -20 | 22 | 14 | -10 | 5 | .
Cc1cc(C)c(C2=Nn3c(C)nnc3SC2C)cc1C (centres undefined) | 0.3 | 14 | 8 | -0.6 | 1 | 3 | 3 | -13 | 25 | 25 | 9
CCc1ccccc1NC(=O)CNC(=O)c1ccc(-n2cncn2)c([N+](=O)[O-])c1 | 0.0 | -8 | -5 | 0.5 | 1 | 2 | 7 | 5 | 30 | -2 | 5
COc1ccc(OC)c(CNC(=O)Cc2c(C(=O)O)[nH]c3ccccc23)c1 | 0.2 | 3 | 5 | 4.0 | 0 | -2 | 17 | 2 | 4 | -4 | 5

Assay outcomes (PubChem BioAssay)
